Screening results deposited in PubChem by several laboratories.
PvdQ inh = P. aeruginosa PvdQ acylase inhibitors, primary screen, biochemical, fluorescence, plate reader and imaging, single point; purified PvdQ acylase; inhibition, % at 10 µM; 340,000 compounds, 0.063% hits; in the data active means inhibition above about 30%, passing the limit was not always enough;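 further: 0% = vehicle neutral wells and 100% = reference inhibitor wells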
MITF act = activators of MITF-driven TRPM1 promoter reporter, primary screen, cell-based, SK-MEL-5, luciferase, single point; SK-MEL-5 TRPM1-promoter luciferase, 24 h; % of positive control, neutral wells = 0; activation, % at 12.5 µM; 300,000 compounds, 0.75% hits; AID 588334, 2011;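 active means mean activation of at least 80% with every replicate also reaching 80%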;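 further: 0% = neutral control wells and 100% = parthenolide positive control wells; values of inactives mirror those of a sister screen read the other way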
SR-BI DiI inh = inhibitors of SR-BI mediated HDL lipid uptake, primary screen, ldlA[mSR-BI] cells, fluorescence, single point | Scavenger receptor class B member 1 (Mus musculus), Q61009 | ldlA[mSR-BI] CHO cells, DiI-HDL uptake fluorescence, 3 h | inhibition, % at 12.5 µM | 320,000 compounds, 0.96% hits | AID 488896, 2010;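 active means mean replicate inhibition of at least 70% and a set share of replicates each scoring 70 or more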;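 further: 0% = median of neutral control wells and 100% = median of positive control wells; values of inactives mirror those of a sister screen read the other way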
Target sequence (Q61009 whole entry, looked up): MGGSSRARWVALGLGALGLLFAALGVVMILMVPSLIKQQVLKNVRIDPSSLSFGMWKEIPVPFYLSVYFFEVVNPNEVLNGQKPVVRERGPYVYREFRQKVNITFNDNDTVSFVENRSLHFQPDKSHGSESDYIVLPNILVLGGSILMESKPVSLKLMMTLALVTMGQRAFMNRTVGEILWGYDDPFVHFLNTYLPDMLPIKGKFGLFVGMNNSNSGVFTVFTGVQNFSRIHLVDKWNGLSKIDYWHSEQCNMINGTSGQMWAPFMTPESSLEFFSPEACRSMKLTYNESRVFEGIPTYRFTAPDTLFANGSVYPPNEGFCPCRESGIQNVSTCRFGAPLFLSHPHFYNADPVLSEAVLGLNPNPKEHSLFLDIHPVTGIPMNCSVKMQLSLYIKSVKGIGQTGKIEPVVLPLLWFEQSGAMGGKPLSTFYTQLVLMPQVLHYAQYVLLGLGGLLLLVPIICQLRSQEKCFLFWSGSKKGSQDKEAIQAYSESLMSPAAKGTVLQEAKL
Rtt109 Vps75 = inhibitors of C. albicans Rtt109/Vps75 HAT, primary screen, biochemical, ThioGlo CoA-SH fluorescence, plate reader; AID 540336, 2011; 330,000 compounds, 0.16% hits; inhibition, % at 34.9 µM; purified Rtt109/Vps75, 4 h;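 active means inhibition of at least 50% in every replicate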
CDK5 p35 inh = inhibitors of human CDK5/p35 kinase, primary screen, biochemical, single concentration; Cyclin-dependent kinase 5 (Homo sapiens) + Cyclin-dependent kinase 5 activator 1 (Homo …; Recombinant CDK5/p35, ADP-Glo luminescence, 60 min; inhibition, % at 10 µM; 330,000 compounds, 0.01% hits; AID 488839, 2010;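 active means highest replicate inhibition of at least 50% and at least 75% of replicates reaching 50%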;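 further: plate controls were DMSO neutral control for no effect and GW8510 at 10 µM for full effect; many of its hits are not listed in these tables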
Wnt bcat act = Wnt/beta-catenin pathway activators, primary screen, cell-based, plate reader, single point; Wnt/beta-catenin reporter cell assay, activator; activation, % at 9.35 µM; 300,000 compounds, 1.2% hits; AID 743398, 2014; in the data active means activation above about 30%, passing the limit was not always enough;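 further: 0% = neutral control wells and 100% = positive control wells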
cardiac RTF act = cardiac RTF calcium sensitivity activators, primary screen, biochemical, IANBD-TnC fluorescence, EC20 calcium | Troponin I, cardiac muscle (Homo sapiens) + Troponin T, cardiac muscle (Homo sapiens) + … | activation, % at 7.2 µM | 340,000 compounds, 0.24% hits | IANBD-labeled TnC RTF fluorescence at EC20 calcium; 0% EC20 calcium, 100% full calcium;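 active means activation above the mean over all tested compounds plus 3 SD, cut at about 30% in these data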;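 further: rise in fluorescence read as greater calcium sensitivity of cardiac thin filaments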
HTR5A ag = HTR5A agonists in luminescence cell assay, primary screen, counter-screen for OPRM1-OPRD1 heterodimer agonist project, full-deck HTS | 5-hydroxytryptamine receptor 5A (Homo sapiens), P47898 | cell-based | activation, % at 9.3 µM | 340,000 compounds, 0.61% hits | AID 504692, 2011; in the data active means activation mostly above about 9.5%, no sharp cut-off; inactive means mostly below about 7.6%;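 further: 0% = cells with vehicle only and 100% = reference agonist; strong numbers were not always called active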
Target sequence (P47898 whole entry, looked up): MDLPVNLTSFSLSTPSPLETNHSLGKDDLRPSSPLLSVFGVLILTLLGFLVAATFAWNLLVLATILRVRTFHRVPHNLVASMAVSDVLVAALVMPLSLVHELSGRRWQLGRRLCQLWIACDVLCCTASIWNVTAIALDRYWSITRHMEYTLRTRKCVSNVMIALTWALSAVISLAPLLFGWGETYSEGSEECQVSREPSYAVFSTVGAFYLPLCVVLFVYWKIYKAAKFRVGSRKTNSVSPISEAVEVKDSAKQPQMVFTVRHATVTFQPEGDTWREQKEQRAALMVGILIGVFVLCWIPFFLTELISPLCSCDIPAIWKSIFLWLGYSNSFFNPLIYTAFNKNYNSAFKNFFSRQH
dFosB activator = activators of delta FosB homodimer, primary screen, biochemical, fluorescence polarization, TAMRA-CDK5 oligo, single point. Protein FosB (Mus musculus), P13346. purified delta FosB; percent of positive-control signal above neutral wells. activation, % at 25 µM. 340,000 compounds, 0.99% hits. AID 493131, 2011;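 active means mean activation above about 17%, with every replicate also reaching it, limit read from the data, passing the limit was not always enough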;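 further: fluorescence polarization rise as delta FosB binds a TAMRA Cdk5 AP-1 oligo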
SR-BI uptake up = activators of SR-BI mediated DiI-HDL uptake, primary screen, ldlA[mSR-BI] CHO cells, DiI fluorescence. 3 h; 100 = double the neutral-control signal. activation, % at 12.5 µM. AID 504775, 2011. 320,000 compounds, 0.096% hits;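 active means mean replicate activation of at least 60% and every replicate at or above 60%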;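 further: 0% = median plate neutral-control signal and 100% = twice that signal; values of inactives mirror those of a sister screen read the other way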
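Material – SR-BI-overexpressing, LDLR-lacking CHO cells · Medium – BSA-supplemented, HEPES-buffered Ham's F12, pH 7.4 · Doses – single concentration · Times – compound with DiI-HDL co-incubation, 3 h at 37 °C · Measured by – bottom-read fluorescence, 550/595 nm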
Active calls of the source: *; . = no result given.

Results follow in this order: PvdQ inh	MITF act	SR-BI DiI inh	Rtt109 Vps75	CDK5 p35 inh	Wnt bcat act	cardiac RTF act	HTR5A ag	dFosB activator	SR-BI uptake up
COC(=O)[C@@]12CCCCN1[C@H](c1ccc(-c3cc(C(C)=O)cs3)cc1)[C@H]1C(=O)N(C)C(=O)[C@H]12
 : -14.9	-36.7	48.2	-0.4	0.6	-7.0	3.1	-5.5	-7.2	-48.2
CC1(C)CC(C(=O)Nc2nccs2)CCO1 (stereo not drawn)
 : -10.3	4.4	.	-1.5	0.1	-1.9	0.6	0.3	-4.4	.
Cc1ccc(-c2noc(CCC(=O)NCC3CCCO3)n2)cc1 (stereo not drawn)
 : -11.5	-8.3	-21.6	-11.7	4.5	.	-3.8	1.2	-9.7	21.6
O=C(CSc1nnc(-c2cccs2)n1CC1CCCO1)c1cc2ccccc2o1 (stereo not drawn)
 : -10.1	-9.4	3.5	2.8	0.7	.	2.7	4.3	-10.1	-3.5
C/C(=N/OC(=O)c1ccc(C(F)(F)F)cc1)c1oc(C)nc1C
 : -7.1	-3.7	-5.9	0.0	2.8	-2.0	-4.6	-3.9	-6.6	5.9
O=C(COc1ccc(S(=O)(=O)N2CCCC2)cc1)N1CCN(c2ccccc2F)CC1
 : -8.1	-5.5	32.0	6.5	-0.6	-2.3	-2.5	6.2	-8.3	-32.0
COCCN(C(=O)CC1C(=O)NCCN1Cc1ccc(-c2ccccc2)cc1)C(C)C (stereo not drawn)
 : 7.8	2.8	.	19.1	-0.3	-0.9	-2.0	1.2	-12.1	.
N#Cc1nc(-c2ccco2)oc1N1CCN(c2cccc(Cl)c2)CC1
 : -11.7	-1.4	0.9	1.2	-4.0	.	7.8	1.1	-9.6	-0.9
COCCN1CCN(C(=O)C2CCC(=O)N(CCCc3ccccc3)C2)CC1 (stereo not drawn)
 : -2.4	-10.2	-35.6	-3.4	-0.6	0.7	1.8	-0.8	7.4	35.6
CC(=O)c1sc2nc(C)cc(C)c2c1N
 : -18.3	11.2	10.5	-1.5	2.9	0.3	4.4	-4.1	-4.7	-10.5
CCCc1cc(=O)oc2cc(C)cc(OCC(=O)NCc3ccncc3)c12
 : -20.3	-5.1	3.2	-1.5	.	3.3	-0.4	-0.6	-12.4	-3.2
COc1cc(NC(=O)C(C)N2CCN(C(=O)C3CC3)CC2)cc(OC)c1 (stereo not drawn)
 : -7.4	-5.4	-11.5	0.5	1.1	0.2	-2.7	1.9	1.5	11.5
COc1ccc2c(c1)c(CC(=O)OCC(=O)O)c(C)n2C(=O)c1ccc(Cl)cc1
 : 0.4	-3.9	6.0	9.0	0.4	-0.7	0.1	1.1	6.1	-6.0
O=C(Nc1ccc(Cl)cc1Cl)C1CCCO1 (stereo not drawn)
 : 9.5	20.8	-17.2	8.2	1.9	3.6	-1.5	2.4	7.8	17.2
Cn1c(Cc2ccc3c(c2)OCO3)nnc1SCC(=O)NC(C)(C)C
 : 4.2	-5.5	-7.0	.	-0.2	-0.6	-4.8	3.4	-9.0	7.0
O=C1c2ccsc2SCCN1Cc1ccccc1Cl
 : -2.2	-4.6	-12.1	1.5	-0.5	.	-1.6	0.6	-7.3	12.1
[O-]C1=N[N+](=C(c2ccccc2)c2ccccc2)C1
 : -5.9	-6.3	-16.3	10.7	-1.4	1.6	1.5	3.1	-9.2	16.3
O=C(COc1ccccc1Cl)Nc1ccccc1C(=O)N1CCOCC1
 : -4.7	22.3	11.0	17.0	-0.9	1.2	-7.9	1.5	1.9	-11.0
CC(C)(C)NC(=O)CSc1nc(N)c(-c2ccccc2)c(=O)[nH]1
 : 4.4	12.5	5.7	-0.7	-0.7	-0.9	1.3	0.1	-0.6	-5.7
O=C1C2=C(CCCC2)C(=O)N1CNc1ccccc1
 : -17.0	.	0.6	-5.5	0.1	1.3	4.4	-1.9	-1.8	-0.6
COc1ccccc1OC(C)C(=O)N(Cc1ccco1)C1CCS(=O)(=O)C1 (stereo not drawn)
 : 3.2	.	-23.7	7.5	0.5	.	6.8	3.8	-2.2	23.7
S=C(NCC1CCCCC1)Nc1ccc(Oc2ccccc2)cc1
 : -15.9	-3.7	25.2	-1.8	1.1	-3.6	2.2	0.0	-5.7	-25.2
O=C(CCN1N=C(c2ccccc2)CCC1=O)NCC1CCCO1 (stereo not drawn)
 : 8.2	1.2	-10.5	-18.2	1.1	-2.9	-0.3	-0.6	-10.9	10.5
COc1ccccc1-c1sc2ccccc2c1-c1ccc(O)cc1
 : 1.4	-7.9	13.7	6.1	2.6	-1.3	-3.3	-0.8	0.3	-13.7
COc1ccc2[nH]c(CN3CCC(CO)(CCOc4ccccc4)CC3)c(C)c2c1
 : -14.4	14.1	16.5	9.8	1.4	-3.0	-1.9	2.0	-9.0	-16.5
O=C(COC(=O)C1CCN(S(=O)(=O)c2ccccc2)CC1)NC(=O)c1ccc(OC(F)F)cc1
 : -1.8	-9.6	-1.5	3.4	-0.5	-1.8	3.1	-1.5	2.6	1.5
N#Cc1cnn2ccn(C3OC(CO)C(O)C3O)c12 (stereo not drawn)
 : -25.6	-1.9	2.5	0.5	-0.1	-0.5	-6.2	2.8	1.4	-2.5
COc1ccccc1CC(NC(C)=O)C(=O)NC1CCN(C(=O)Nc2ccccc2C)CC1 (stereo not drawn)
 : -15.7	-9.2	5.7	-2.7	-0.8	0.1	-7.0	1.1	2.0	-5.7
CC(C)N(C(=O)NC(=O)Nc1ccc(S(=O)(=O)N2CCCC2)cc1)S(C)(=O)=O
 : -10.3	-10.3	-3.5	3.9	-1.4	-0.1	4.2	5.6	-9.7	3.5
C=CCN(Cc1cccs1)C(=O)COc1ccc2c(c1)OCO2
 : -3.4	68.0	-4.3	2.8	0.7	13.0	-0.4	-7.1	-3.3	4.3
CC(=O)Oc1ccc2c3c(c(=O)oc2c1C)CCCC3
 : -6.7	4.4	-1.7	-0.2	0.4	1.1	-4.1	-1.2	-3.2	1.7
N#Cc1nn(-c2ccccc2)nc1N1CCCCC1
 : -17.0	.	9.6	-6.6	-0.1	.	-3.4	0.2	-8.5	-9.6
CC(=O)OCC1(C)CN(c2ccccc2)N(C(=O)c2ccc(F)cc2)C1=O (stereo not drawn)
 : -6.7	-11.9	-23.3	2.0	-1.4	6.6	-0.7	-0.5	-10.0	23.3
CCCC1CC(=O)NC1(C(=O)OCC)C(=O)OCC (stereo not drawn)
 : -11.2	4.6	-30.3	-11.3	0.3	-3.5	-5.5	-3.2	-2.0	30.3
CCC1Oc2ccc(C)cc2N(CC(=O)N(Cc2ccc(C)o2)C2CC(C)(C)NC(C)(C)C2)C1=O (stereo not drawn)
 : -14.1	1.4	21.3	12.8	0.3	-2.6	-0.2	0.1	-6.1	-21.3
Cc1cc(C)c2nc(N3CCCC(C(=O)NCCN4CCOCC4)C3)sc2c1 (stereo not drawn)
 : -12.2	14.5	23.9	-1.7	-8.2	13.1	5.5	1.6	-6.5	-23.9
CCCOc1ccc(CNC(=O)C2CCN(C(=O)N3CCOc4ccccc43)CC2)cc1
 : -3.0	.	27.3	23.0	0.3	-0.3	2.8	2.6	-5.1	-27.3
O=C(CSc1nc2ncc(Cl)cc2[nH]1)N1CCOCC1
 : -11.5	4.9	-17.8	0.4	5.4	-3.5	2.9	0.4	-4.3	17.8
COc1ccc(-c2nnn(CC(=O)NCc3ccccc3)n2)cc1OC
 : -11.1	0.3	-12.6	-13.4	-0.4	8.0	4.6	0.1	10.6	12.6
O=C(CNC(=O)Cc1ccccc1)N=Nc1c(O)n(Cc2ccc3c(c2)OCO3)c2ccccc12
 : -14.8	-14.9	-13.2	-0.5	-6.4	.	-9.4	-3.8	19.6*	13.2
O=C(Nc1ccccc1N1CCOCC1)C1CCN(S(=O)(=O)c2cccc(C(F)(F)F)c2)CC1
 : 0.5	-12.9	18.2	22.3	-1.1	.	7.2	0.4	-12.2	-18.2
COc1ccc(CN(C)C(C)C(=O)NC2CCCc3ccccc32)cc1 (stereo not drawn)
 : -12.4	0.2	-15.7	-0.7	-1.1	-1.4	5.8	1.6	-5.5	15.7
O=C1NC2(CCCCC2)C(=O)N1/N=C/c1ccccc1Br
 : -3.4	27.4	30.0	7.4	2.1	-2.2	-2.8	-1.4	-6.6	-30.0

Not a retest: entries from further up.
Results follow in this order: PvdQ inh	MITF act	SR-BI DiI inh	Rtt109 Vps75	CDK5 p35 inh	Wnt bcat act	cardiac RTF act	HTR5A ag	dFosB activator	SR-BI uptake up
CCC1Oc2ccc(C)cc2N(CC(=O)N(Cc2ccc(C)o2)C2CC(C)(C)NC(C)(C)C2)C1=O (stereo not drawn)
 : -14.1	1.4	21.3	12.8	0.3	-2.6	-0.2	0.1	-6.1	-21.3
Cc1cc(C)c2nc(N3CCCC(C(=O)NCCN4CCOCC4)C3)sc2c1 (stereo not drawn)
 : -12.2	14.5	23.9	-1.7	-8.2	13.1	5.5	1.6	-6.5	-23.9
CCCOc1ccc(CNC(=O)C2CCN(C(=O)N3CCOc4ccccc43)CC2)cc1
 : -3.0	.	27.3	23.0	0.3	-0.3	2.8	2.6	-5.1	-27.3
O=C(CSc1nc2ncc(Cl)cc2[nH]1)N1CCOCC1
 : -11.5	4.9	-17.8	0.4	5.4	-3.5	2.9	0.4	-4.3	17.8
COc1ccc(-c2nnn(CC(=O)NCc3ccccc3)n2)cc1OC
 : -11.1	0.3	-12.6	-13.4	-0.4	8.0	4.6	0.1	10.6	12.6
O=C(CNC(=O)Cc1ccccc1)N=Nc1c(O)n(Cc2ccc3c(c2)OCO3)c2ccccc12
 : -14.8	-14.9	-13.2	-0.5	-6.4	.	-9.4	-3.8	19.6*	13.2
O=C(Nc1ccccc1N1CCOCC1)C1CCN(S(=O)(=O)c2cccc(C(F)(F)F)c2)CC1
 : 0.5	-12.9	18.2	22.3	-1.1	.	7.2	0.4	-12.2	-18.2
COc1ccc(CN(C)C(C)C(=O)NC2CCCc3ccccc32)cc1 (stereo not drawn)
 : -12.4	0.2	-15.7	-0.7	-1.1	-1.4	5.8	1.6	-5.5	15.7
O=C1NC2(CCCCC2)C(=O)N1/N=C/c1ccccc1Br
 : -3.4	27.4	30.0	7.4	2.1	-2.2	-2.8	-1.4	-6.6	-30.0
